GlmU inhibition = inhibition of mycobacterial GlmU enzyme – biochemical, glucosamine-1-phosphate acetyltransferase (AID 1376). M. tuberculosis GlmU acetyltransferase enzyme assay; higher % means a stronger effect. 0.25% of 220,000 active. inhibition, %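 (tested at 30 µM in the primary screen)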, or IC50 in µM where a hit was titrated; in the data active = inhibition above about 13%;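 note: 0% = complete reaction with vehicle and 100% = reaction without substrate; strong numbers were not always called active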
RmlCD inh 1536 = inhibitors of Mycobacterium tuberculosis RmlC and RmlD coupled enzymes. P9WH09+P9WH11. RmlC+RmlD coupled enzyme assay, percent inhibition; primary screen in compound mixtures. inhibition, % at 3.6 µM. 0.03% of 160,000 active; in the data active = inhibition mostly above about 34%, no sharp cut-off; note: some results filed as inactive read as strong as hits
Target sequence (P9WH09 whole entry, looked up): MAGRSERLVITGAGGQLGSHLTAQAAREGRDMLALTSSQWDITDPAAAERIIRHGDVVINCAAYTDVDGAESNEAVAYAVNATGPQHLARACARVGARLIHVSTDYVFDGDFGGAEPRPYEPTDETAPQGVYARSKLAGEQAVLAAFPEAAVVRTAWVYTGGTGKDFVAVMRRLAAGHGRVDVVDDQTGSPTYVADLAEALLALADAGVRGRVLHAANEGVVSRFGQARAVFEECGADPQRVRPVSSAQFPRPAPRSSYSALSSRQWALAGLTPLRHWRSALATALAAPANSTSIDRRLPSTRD
Target sequence (P9WH11 whole entry, looked up): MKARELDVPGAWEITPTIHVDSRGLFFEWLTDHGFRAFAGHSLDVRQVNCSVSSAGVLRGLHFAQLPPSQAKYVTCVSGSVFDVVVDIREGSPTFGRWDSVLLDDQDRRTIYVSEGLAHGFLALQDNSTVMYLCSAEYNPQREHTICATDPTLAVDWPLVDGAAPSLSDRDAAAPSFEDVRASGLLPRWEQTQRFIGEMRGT
Numbers without * were called inactive; . = no result given. Only part of the results is shown, so the mix of outcomes need not match the whole.

SMILES	GlmU inhibition	RmlCD inh 1536
O=C(CCc1nnc(C2CCCCC2)o1)N1CCCCC1CCn1cccn1 (stereo not given)	2.2%	9
CCOC(=O)C1(C(F)(F)F)N=C(C(F)(F)F)Nc2ccccc21 (stereo not given)	5.1%	10
COc1ccc(OC)c(NC(=O)C(=S)NC2CCCCC2)c1	0.9%	-9
C/C(Cn1cnc([N+](=O)[O-])n1)=N/NC(=O)COc1c(Cl)cc(Cl)cc1Cl	2.8%	8
COC(=O)c1cn(N(C)c2ncc(C(F)(F)F)cc2Cl)c(=O)c2ccccc12	0.3%	12
CCCN(CCC)c1ncnc2nc[nH]c12	1.8%	7
CCOC(=O)N1CCN(Cc2cc(Cl)c3cccnc3c2O)CC1	2.5%	8
C#CCOCCOCCOCCNc1nc(N2CCN(C(=O)[C@H](CCCCN)n3cc([C@@H](N)C(C)CC)nn3)CC2)nc(N2CCN(C(=O)[C@H](CCCCN)n3cc([C@@H](N)CC(C)C)nn3)CC2)n1 (stereo not given in full)	-10%	.
CCCCCCOc1cccc(N)c1	0.1%	.
CCN(CC)C(=N)/C(C#N)=N/Nc1ccc(C)cc1	1.9%	1
Nc1ncnc(Nc2c(F)cccc2F)n1	2.5%	-2
CC(C(=O)Nc1ccccc1-c1ccccc1)N(C)Cc1nc2ccccc2c(=O)[nH]1 (stereo not given)	-4.0%	.
Cc1ccc(F)c(NC(=O)CCc2ccccc2)c1	-2.3%	.
O=C(NCCCN1CCN(CCCNC(=O)c2cc([N+](=O)[O-])ccc2Cl)CC1)c1cc([N+](=O)[O-])ccc1Cl	-13%	-6
COc1ccc(-n2c(C)cc(/C=N/Nc3nnc(C)n3N)c2C)cc1	-9.2%	.
COC(=O)c1[nH]c2ccccc2c1NC(=O)C(C)N1CC(C)OC(C)C1 (stereo not given)	22%	.
CCOc1ccc(CCNC(=O)c2ccc3nc(N4CCOCC4)sc3c2)cc1OCC	-0.5%	8
O=C(NCCCN1CCOCC1)c1ccc(CS(=O)(=O)c2ccc(Br)cc2)o1	-0.2%	-6
CCOC(=O)c1cnc2c(C)cccc2c1Nc1ccc(N2CCOCC2)cc1	-0.1%	7
COC(c1ccccc1)c1nnc(CCC(=O)NC2C3CC4CC(C3)CC2C4)o1 (stereo not given)	8.5%	-4
CCCCCCCOC(=O)C1=C(C)Nc2ncnn2C1c1cccs1 (stereo not given)	5.3%	-6
S=C(NCc1ccccc1)NCC1COc2ccccc2O1 (stereo not given)	4.4%	-14
O=C(O)C1CC=CCC1C(=O)NNc1c(Cl)cc(Cl)cc1Cl (stereo not given)	-3.3%	.
c1ccc(-n2c(SCC3CCCCO3)nnc2-c2cccs2)cc1 (stereo not given)	-2.8%	11
O=C(Cn1c(C(F)(F)F)nc2ccccc21)c1ccc(F)cc1	.	-7
COc1ccc(OC)c(/C=N/NC(=O)c2cc[n+](Cc3ccccc3)cc2)c1	6.2%	-9
O=C(Nc1ccc(Cl)c(Cl)c1)Nc1nnc(CSc2ccccc2)s1	0.6%	.
Cc1ccc2c(c1)N(C(=O)CCC(=O)O)CCO2	3.2%	4
Fc1ccc(CCNCc2cccc(Cl)c2)cc1	1.4%	.
COc1ccccc1C(=O)NCC(=O)NNc1ncnc(N)c1[N+](=O)[O-]	-0.3%	-10
COc1ccc(/C=N/NC(=O)c2c(-c3ccccc3)noc2C)cc1	0.1%	-1
Cc1ccc(NC2=NCC(=O)N2Cc2ccc3c(c2)OCO3)cc1	.	-4
Oc1c(Cl)cc(Cl)cc1Sc1cc(Cl)cc(Cl)c1O	13%*	.
CC(=O)Nc1ccc(S(=O)(=O)N2CCN(c3nc(NC4CCCC4)c4ccccc4n3)CC2)cc1	-2.6%	-2
Cc1ccc(-n2c(SCC(=O)N/N=C/c3ccc(C)s3)nnc2-c2ccccc2)cc1	-4.2%	-9
NC(=O)NCC12CC3CC(CC(C3)C1)C2	-2.8%	1
COc1ccc(C2NC(=O)NC(O)(C(F)(F)F)C2C(=O)c2ccc(F)cc2)cc1 (stereo not given)	0.2%	.
COc1cc(CNCc2ccccn2)ccc1OCc1ccc(Cl)c(Cl)c1	-12%	13
O=C(NC1CCCC1)c1noc2c1CCCCC2	4.0%	11
O=C(CCCn1c(=O)[nH]c2cc(Cl)ccc2c1=O)NCCN1CCN(c2ccccc2)CC1	0.0%	.
CC1=C(C(=O)N2CCc3ccccc32)C2(CCC(C)CC2)OC1=O (stereo not given)	9.1%	.
C=CCOC(=O)/C(=C\c1ccc(OC)cc1)NC(=O)c1ccco1	.	-8
CC1CN(CCC(=O)Nc2ccc3c(c2)OCO3)CC(C)O1 (stereo not given)	2.9%	9
COc1ccc(CNC(=O)COC(=O)CC2CCCC2)cc1	-3.5%	-9
COc1ccc(NC(=O)CSc2nnc(Cc3cccn3C)n2CCc2ccccc2)cc1OC	3.6%	-8
COc1ccccc1CNC(=O)CSc1ccc(C)cc1	3.1%	2
CCOC(=O)C1CCN(C(c2cc3ccc(C)cc3[nH]c2=O)c2nnnn2C2CCCCC2)CC1 (stereo not given)	6.6%	13
CCCC1=C(C(=O)OCC)C(c2ccccc2OCC)NC(=O)N1C (stereo not given)	-4.0%	-12

Next part; the last three above are carried over.
SMILES	GlmU inhibition	RmlCD inh 1536
COc1ccccc1CNC(=O)CSc1ccc(C)cc1	3.1%	2
CCOC(=O)C1CCN(C(c2cc3ccc(C)cc3[nH]c2=O)c2nnnn2C2CCCCC2)CC1 (stereo not given)	6.6%	13
CCCC1=C(C(=O)OCC)C(c2ccccc2OCC)NC(=O)N1C (stereo not given)	-4.0%	-12
O=C(Oc1ccccc1C(=O)Oc1ccccc1)c1ccco1	-2.6%	.
O=C1CC(N2CCC(n3c(=O)[nH]c4ccccc43)CC2)C(=O)N1Cc1ccccc1 (stereo not given)	7.4%	9
COC(=O)C1=C(c2cc3ccccc3o2)C[C@@H]2CC[C@H]1N2C(=O)NCCNC(C)=O	-1.9%	.
CC(=O)Nc1nc(N)n(-c2ccccc2)n1	-1.1%	-9
O=C(NCc1ccc(F)cc1)C1CCC(CNc2c(N3CCCCC3)c(=O)c2=O)CC1 (stereo not given)	8.0%	-2
O=C(NCCC1=CCCCC1)C1CCN(C(=O)Cc2ccccc2)CC1	0.4%	8
COc1ccccc1-c1cc(C(=O)Nc2c(C)n(C)n(-c3ccccc3)c2=O)no1	5.0%	-7
O=C(NNC1=C(C(=O)C(F)(F)F)CCC1)c1ccccc1O	3.4%	1
O=C(CSc1ncnc2c1nnn2Cc1ccc(F)cc1)NC1CCCCC1	-4.0%	7
O=C(CSc1ccc2ccccc2c1)NCCCN1CCCC1=O	0.3%	-7
Clc1ccc(N2N=C(c3cccs3)CC2c2ccco2)cc1 (stereo not given)	1.7%	.
CCCCN(CC)S(=O)(=O)c1ccc(C(=O)Nc2nnc(-c3cccs3)o2)cc1	4.5%	5
CCNc1nc(C)c(CN(C(C)=O)c2ccccc2)nc1C#N	1.6%	8
CCOC(=O)c1c(CN2CCN(Cc3ccccc3)CC2)n(C)c2cc(Br)c(OC)cc12	-31%	13
Cc1nn(C)c(=S)n1-c1ccc(Cl)cc1	-10%	.
Cc1ccc(NC(=O)C2CCCN(S(=O)(=O)c3cccs3)C2)cc1 (stereo not given)	4.3%	15
CN(C)S(=O)(=O)N1CCCN(S(=O)(=O)N(C)C)CC1	2.4%	.
CCOc1ccccc1N=C1SCCCN1C	2.6%	.
Fc1ccccc1NC(=S)NCc1ccc2c(c1)OCO2	2.8%	19
CCc1cc2c(N3CCN(c4ccccc4)CC3)ncnc2s1	-2.3%	19
Cc1ccc(N2C(=O)NC(=O)/C(=C\C=C\c3ccco3)C2=O)cc1	1.2%	.
CCc1c(C(C)S(=O)(=O)c2ccc(C)cc2)[nH]c(=O)n1-c1ccc(C)cc1 (stereo not given)	0.9%	.
CCOc1ccc2nc(N3CCC(C(=O)N4CCC5(CC4)OCCO5)CC3)sc2c1	-2.2%	.
Cc1cc2c(OCC(O)CNC3CCCCC3)cccc2[nH]1 (stereo not given)	-2.7%	5
O=C(Cn1cnc2ccccc2c1=O)NCc1ccc2c(c1)OCO2	0.6%	.
Cc1cccc(Oc2ncnc(N)c2[N+](=O)[O-])c1	2.0%	9
O=C(COc1ccc(Cl)cc1Cl)Nc1cccnc1	2.9%	-13
CCN(CC)C(=O)Oc1cc(COC)nc(-c2ccccc2)n1	-4.6%	-2
COCCNC(=O)c1ccc(C2SCC(=O)N2Cc2ccco2)cc1 (stereo not given)	1.9%	3
N#CCCn1cc(C=C(C#N)C#N)c(-c2ccc(Cl)cc2)n1	-8.9%	.
O=C1NC(=Nc2cccc(O)c2)S/C1=C\c1cccnc1	-1.8%	6
CC(CCc1ccco1)NC(=O)c1cccc2c1C(=O)N(C1CCCCC1)C2 (stereo not given)	-3.7%	2
COC(=O)c1ccc(CSc2nnc(NCc3ccccc3)s2)o1	-2.0%	5
Cc1ccnc(SCCn2c(N3CC(C)OC(C)C3)nc3c2c(=O)n(C)c(=O)n3C)n1 (stereo not given)	-6.8%	10
COc1ccccc1-c1nnc(SCC(=O)NCc2cccs2)n1N	-1.0%	-13
CCCC(C)NC(=O)c1cccc(Oc2ccccc2)c1 (stereo not given)	6.9%	-11

A different layout for part of the listing above.
Order of results: GlmU inhibition, RmlCD inh 1536
> Clc1ccc(N2N=C(c3cccs3)CC2c2ccco2)cc1 (stereo not given)
  1.7%, .
> CCCCN(CC)S(=O)(=O)c1ccc(C(=O)Nc2nnc(-c3cccs3)o2)cc1
  4.5%, 5
> CCNc1nc(C)c(CN(C(C)=O)c2ccccc2)nc1C#N
  1.6%, 8
> CCOC(=O)c1c(CN2CCN(Cc3ccccc3)CC2)n(C)c2cc(Br)c(OC)cc12
  -31%, 13

Other compounds follow.
SMILES	GlmU inhibition	RmlCD inh 1536
COCc1cc(C)nc(N2CCOCC2)c1C#N	-2.6%	9
CCOc1ccc(S(=O)(=O)NCc2csc(C)n2)cc1	2.8%	7
CCOC(=O)C1CCN(C(=O)c2cccnc2Oc2ccc(Cl)cc2)CC1	-0.7%	-2
CCOC(=O)C1=NNC2(CC(=O)N(c3cccc(C)c3)C2=O)C1 (stereo not given)	-6.8%	7
O=C(c1ccc(S(=O)(=O)NCC2CCCO2)cc1)N1CCc2ccccc21 (stereo not given)	-4.0%	.
CCOc1ccc(N2CCCn3c2nc2c3c(=O)n(CCc3ccccc3)c(=O)n2C)cc1	-3.4%	.
CC(=O)NC(=S)Nc1ccc(S(=O)(=O)Nc2ncccn2)cc1	-2.5%	10
Cc1cccc(NC(=S)NC2CC3CCCC(C2)N3Cc2cccs2)c1C (stereo not given)	-5.1%	.
CCOC(=O)c1c(C)nn(Cc2ccccc2)c1N	-4.3%	-9
O=C(N/N=C\C=C\c1ccc2c(c1)OCO2)C1COc2ccccc2O1 (stereo not given)	2.9%	.
O=C(COC(=O)c1ccccc1Br)NCCN1C(=O)CSC1=O	8.5%	-10
COc1cc(OC)cc(C(=O)Nn2cc(C(=O)Nc3ccc(F)cc3F)c3ccccc3c2=O)c1	5.2%	8
Cc1ccc2nc(NNC(=O)c3ccc(S(=O)(=O)N4CCc5ccccc5C4)cc3)sc2c1	4.8%	.
O=C(Oc1cccc(N2C(=O)CCC2=O)c1)c1ccccc1	2.9%	.
CC1=NNC(=O)C1CCC(=O)N/N=C/c1ccc(Cl)cc1 (stereo not given)	-1.7%	-5
O=C(c1ccco1)N1CCN=C1SCc1cccc(Cl)c1	0.0%	-5
O=c1[nH]c(=S)n(-c2ccc(F)cc2)c(O)c1/C=N/N1CCOCC1	-5.1%	15
COc1ccc(C2N=C(c3ccccc3)C(C)(C)N2O)cc1 (stereo not given)	2.3%	.
COC(=O)c1ccc(N2CCN(C)CC2)c([N+](=O)[O-])c1	-2.2%	-3
c1coc(-c2nnc(SCc3cn4ccccc4n3)o2)c1	6.7%	8
O=C(c1cc(-c2cccs2)on1)N1CCc2ccccc2C1	2.9%	-5
CN(C)c1cccc2c1c(NC(=O)Nc1ccccc1)nn2C	5.7%	.
Cc1ccc2c(CSc3nnc(C4CC4)n3N)cc(=O)oc2c1	5.2%	.
CCCC1c2ccsc2CCN1C(=S)NC (stereo not given)	1.3%	-4

Part of the list above in order of length of the SMILES, low to high:
SMILES	GlmU inhibition	RmlCD inh 1536
c1coc(-c2nnc(SCc3cn4ccccc4n3)o2)c1	6.7%	8
CN(C)c1cccc2c1c(NC(=O)Nc1ccccc1)nn2C	5.7%	.
O=C(Oc1cccc(N2C(=O)CCC2=O)c1)c1ccccc1	2.9%	.
COC(=O)c1ccc(N2CCN(C)CC2)c([N+](=O)[O-])c1	-2.2%	-3
O=c1[nH]c(=S)n(-c2ccc(F)cc2)c(O)c1/C=N/N1CCOCC1	-5.1%	15
Cc1ccc2nc(NNC(=O)c3ccc(S(=O)(=O)N4CCc5ccccc5C4)cc3)sc2c1	4.8%	.

Further structures:
SMILES	GlmU inhibition	RmlCD inh 1536
COc1ccc(NC(=O)C(NC(C)=O)C(=O)NCc2ccccc2)cc1 (stereo not given)	-5.5%	3
C=CCSc1ncc(C(=O)OCC)c(N)n1	-3.0%	0
CC(C)C(=O)NCc1cc(-c2ccccc2)no1	0.5%	-5
O=C(Cn1nnc(-c2ccc(Cl)cc2)n1)NC1CC2CCC1C2 (stereo not given)	0.8%	.
Cc1sc2nc(C(C)C)nc(SCC(=O)NCc3ccco3)c2c1C	0.3%	6
CC(C)(CO)NCC(O)Cn1cc(C=O)c2ccccc21 (stereo not given)	-0.2%	.
CCC(CO)NCc1cc(OC)c(OCC(=O)NCCc2ccccc2)cc1Br (stereo not given)	9.1%	-3
CCCC(=O)Nc1ccccc1-c1nnc(SCC)[nH]c1=O	3.5%	2

Source: PubChem (several laboratories)
